Compound activity deposited in PubChem by The Scripps Research Institute Molecular Screening Center.
PME-1 inh: PME-1 (human) inhibition; inhibition, % at 5.9 µM; recombinant PME-1, FP-Rh probe fluorescence polarization; Q9Y570; 0.53% of 320,000 active;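 active = inhibition above the campaign mean of all compounds plus 3 SD, cut at about 26% in these data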;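 note: competitive labeling of PME-1 active site by serine hydrolase directed probe; 0% = PME-1 with DMSO and 100% = wells lacking PME-1 enzyme; inhibitors block probe labeling so polarization falls and inhibition rises; many of its hits are not listed in these tables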
pPAFAH FP inh: pPAFAH (human) enzyme inhibition. Q13093. recombinant pPAFAH, FP-rhodamine probe fluorescence polarization. inhibition, % at 3.39 µM. 1.5% of 330,000 active;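 active = inhibition above the mean inhibition across the screen plus 3 SD, cut at about 25% in these data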;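 note: inhibitors block binding of the rhodamine activity-based probe so polarization drops; 0% = enzyme with DMSO and 100% = wells lacking pPAFAH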
Target sequence (Q13093 whole entry, looked up): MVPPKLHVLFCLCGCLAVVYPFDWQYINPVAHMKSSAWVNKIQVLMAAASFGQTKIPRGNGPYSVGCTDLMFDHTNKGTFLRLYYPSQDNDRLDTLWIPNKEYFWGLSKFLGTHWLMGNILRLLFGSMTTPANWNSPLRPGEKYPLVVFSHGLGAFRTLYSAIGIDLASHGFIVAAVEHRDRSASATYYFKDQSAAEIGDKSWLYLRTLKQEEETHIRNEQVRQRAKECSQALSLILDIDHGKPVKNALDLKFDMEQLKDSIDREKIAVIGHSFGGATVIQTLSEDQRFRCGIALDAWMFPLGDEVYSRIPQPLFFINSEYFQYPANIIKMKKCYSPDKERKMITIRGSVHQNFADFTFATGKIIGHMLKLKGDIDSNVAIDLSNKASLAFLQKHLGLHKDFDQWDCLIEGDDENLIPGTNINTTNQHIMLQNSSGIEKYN
LYPLA2 counter: blocks human lysophospholipase 2, a PME1 counter-screen; O95372; recombinant LYPLA2, FP-Rh probe fluorescence polarization; inhibition, % at 5.9 µM; 0.38% of 320,000 active; AID 2177;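 active = inhibition above the screen-wide mean plus 3 SD, limit set per campaign, cut at about 26% in these data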;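 note: 0% = LYPLA2 with DMSO and 100% = wells lacking LYPLA2 enzyme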
LYPLA1 counter: blocks human lysophospholipase 1, a PME1 counter-screen; recombinant LYPLA1, FP-Rh probe fluorescence polarization; inhibition, % at 5.9 µM; 0.16% of 320,000 active;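 active = inhibition above the mean of all tested compounds plus 3 SD, set per campaign, cut at about 14% in these data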;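 note: inhibitors block serine hydrolase probe labeling of LYPLA1 so polarization falls; 0% = enzyme with DMSO and 100% = wells lacking LYPLA1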
Target sequence (O75608 whole entry, looked up): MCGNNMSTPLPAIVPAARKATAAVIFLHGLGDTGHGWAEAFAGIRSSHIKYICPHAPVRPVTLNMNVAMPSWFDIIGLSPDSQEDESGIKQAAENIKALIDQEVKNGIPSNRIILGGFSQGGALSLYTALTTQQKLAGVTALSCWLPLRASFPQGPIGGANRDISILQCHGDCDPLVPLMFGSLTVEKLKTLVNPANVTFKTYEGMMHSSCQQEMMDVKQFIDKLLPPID
PAD4 FP inh: inhibitors of human PAD4; Q9UM07; recombinant PAD4, RCA probe fluorescence polarization; inhibition, % at 6.36 µM; 0.41% of 330,000 active;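 active = percent inhibition above a cutoff equal to the mean of all tested compounds plus 3 SD, cut at about 15% in these data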;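 note: 0% = PAD4 with RCA probe and DMSO and 100% = probe without PAD4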
PAFAH1B3 FP inh: inhibitors of human PAFAH1B3. Q15102. 0.28% of 340,000 active. recombinant PAFAH1B3, FP-rhodamine probe, fluorescence polarization. inhibition, % at 3.39 µM. AID 492972;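 active = inhibition above the screen-wide average of all tested compounds plus 3 SD, cut at about 25% in these data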;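 note: 0% = enzyme with DMSO only and 100% = wells lacking PAFAH1B3 protein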
GSTO1 inh: GSTO1 inhibition, counter-screen for RBBP9 inhibitors; recombinant GSTO1, activity-based probe fluorescence polarization; AID 1974; 1.1% of 300,000 active; inhibition, % at 5.96 µM;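 active = inhibition above the campaign mean inhibition plus 3 SD, cut at about 35% in these data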;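 note: 0% = GSTO1-1 with DMSO and 100% = wells lacking GSTO1-1 enzyme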
PAFAH1B2 inh: PAFAH1B2 (human) inhibition; P68402; recombinant PAFAH1B2, FP-rhodamine activity probe, fluorescence polarization; inhibition, % at 3.39 µM; 1.2% of 340,000 active;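 active = inhibition above the mean of all tested compounds plus 3 SD, cut at about 24% in these data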;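 note: 0% = enzyme with DMSO and 100% = wells lacking PAFAH1B2; many of its hits are not listed in these tables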
Target sequence (P68402 whole entry, looked up): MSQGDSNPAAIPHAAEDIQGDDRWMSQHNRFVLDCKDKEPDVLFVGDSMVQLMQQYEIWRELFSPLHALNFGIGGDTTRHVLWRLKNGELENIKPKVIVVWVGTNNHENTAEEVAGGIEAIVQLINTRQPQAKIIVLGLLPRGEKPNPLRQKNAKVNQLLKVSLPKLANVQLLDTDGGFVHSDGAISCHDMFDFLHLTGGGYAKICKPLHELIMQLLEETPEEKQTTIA
PAFAH2 FP inh: inhibitors of human PAFAH2; Q99487; recombinant PAFAH2, FP-rhodamine activity probe, fluorescence polarization; inhibition, % at 3.39 µM; 0.99% of 340,000 active; AID 492956;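 active = inhibition above the mean over all tested compounds plus 3 SD, cut at about 30% in these data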;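 note: inhibitors block probe labeling of enzyme so polarization drops; 0% = enzyme with DMSO and 100% = wells lacking PAFAH2 protein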
* marks the source's active call; other numbers are inactive results; . = not tested or not shown. Some of the compounds tested. The share of hits here may be higher or lower than overall.

SMILES	PME-1 inh	pPAFAH FP inh	LYPLA2 counter	LYPLA1 counter	PAD4 FP inh	PAFAH1B3 FP inh	GSTO1 inh	PAFAH1B2 inh	PAFAH2 FP inh
CC(C)(C)C(=O)Nc1sc2c(c1C(=O)Nc1ccccn1)CCCC2	1	5	3	1	-1	-2	5	-4	-6
Cc1ccc(NC(=O)c2cc(=O)c3ccccc3o2)cc1S(=O)(=O)N1CCCCC1	-21	-5	-42	-38	-1	-4	-21	-11	-19
Cc1ccc(NC(=O)CN(C)C(=O)CSc2nnnn2C)cc1	1	4	2	3	-6	-4	-10	0	-6
CC(=O)c1ccc(S(=O)(=O)N2CCN(C(=O)c3ccccc3Cc3ccccc3)CC2)cc1	14	8	1	0	-3	4	-3	6	4
CCc1ccn2cc(-c3ccc4c(c3)OCO4)nc2c1	5	10	3	1	0	.	-5	.	.
COc1ccccc1N1CCN(S(C)(=O)=O)CC1	-8	-8	1	0	3	-2	-10	-5	-4
COc1ccccc1N/N=C(\C#N)C(=N)N1CCOCC1	1	2	-4	-2	-2	7	7	5	-1
N#CC1=C2SCN(c3ccccc3)CN2C(=O)CC1c1c(Cl)cccc1Cl (stereo not given)	-1	16	6	4	3	-6	10	2	-3
O=[N+]([O-])c1ccc(Sc2nc3ccccc3o2)c([N+](=O)[O-])c1	4	4	10	2	49*	-17	12	0	26
COc1cccc(/C=C/C(=O)OCC(=O)NC2CC2)c1	1	2	2	-2	-1	9	.	1	41*
COC(=O)CNc1nc(-c2ccccc2F)nc2ccccc12	-8	0	-2	2	-1	2	-7	1	3
NC(=O)c1ccc(NC(=O)COc2ccc([N+](=O)[O-])cc2Cl)cc1	-2	1	2	0	-2	1	-4	7	0
CCOC(=O)N1CCN(S(=O)(=O)c2ccc(OCC)c3ccccc23)CC1	6	2	-4	-1	-4	7	-5	1	3
COc1ccc(CNC(=O)C/C(C)=N/NC(=O)c2cc(OC)cc(OC)c2)cc1	-5	2	-4	-4	1	.	2	.	.
CSc1ccc(S(=O)(=O)NCC(=O)OCC(=O)N(C)Cc2ccccc2)cc1[N+](=O)[O-]	-1	8	2	2	3	14	23	-4	-1
c1cc2c3c(cccc3c1)NC1(CCCCCC1)N2	2	17	-3	-6	0	-1	53*	-5	0
O=C(NCc1ccccc1)C(=O)Nc1nccs1	-7	7	-3	-1	-2	4	-8	5	1
COc1ccc(CN2CC(C(=O)NCCCN3CCN(C)CC3)CC2=O)cc1 (stereo not given)	2	-3	-5	0	-6	-4	10	0	-2
COc1ccc(C(=O)N[C@H](C(=O)OCc2cc(=O)oc3cc(C)ccc23)C(C)C)cc1	4	12	2	-2	-4	-4	0	5	-1
Cn1c(=O)[nH]c(=O)c2c1nc(N1CCN(CCO)CC1)n2Cc1ccccc1	-5	2	-3	2	5	5	4	-2	4
CC[C@@]1(C(=O)OC)N[C@H](CN(C)C(=O)C2CCCCC2)[C@@H]2C(=O)N(Cc3ccccc3)C(=O)[C@@H]21	.	-6	.	.	-4	7	.	5	2
CC1=C(C)C(C)=C(C#N)C(=C(C#N)C#N)N1	2	9	6	2	-2	.	-12	.	.
CC(C)c1ccc([N+](=O)[O-])cc1S(=O)(=O)N1CCN(C)CC1	3	6	1	4	1	-1	8	7	-8
CC(NC(=O)Nc1ccc(F)cc1)C(c1cccs1)N1CCCC1 (stereo not given)	-2	5	3	-1	5	-3	10	1	0
COc1ccc(-c2cc(C(=O)NCC3CCCO3)on2)cc1OC (stereo not given)	0	6	-2	-1	1	14	-1	8	2
CC(C(=O)Nc1ccc([N+](=O)[O-])cc1)N1CCN(C/C=C/c2ccccc2)CC1 (stereo not given)	-5	5	31*	-1	-1	-2	3	-1	-4
CC12CCC(=O)N1C(C(=O)NCCc1ccc(F)cc1)CS2 (stereo not given)	1	0	-2	1	-3	16	2	4	2
CC1CC(NC2=NCCS2)CC(C)(C)C1 (stereo not given)	2	0	3	1	2	8	5	6	-7
Cc1nc2c(-c3ccc(F)cc3)c(C)nn2c(C)c1CCC(=O)N1CCOCC1	2	-1	3	-2	-3	0	0	5	11
Cc1nnsc1-c1onc(C)c1C(=O)Nc1cc(Cl)cc(Cl)c1	3	-2	-10	-13	-1	-5	-15	2	-4

Looked up above:
Under PAD4 FP inh, CC[C@@]1(C(=O)OC)N[C@H](CN(C)C(=O)C2CCCCC2)[C@@H]2C(=O)N(Cc3ccccc3)C(=O)[C@@H]21 has the entry -4
Under PAFAH1B2 inh, COc1ccc(-c2cc(C(=O)NCC3CCCO3)on2)cc1OC (stereo not given) has the entry 8
Under PAFAH2 FP inh, CC12CCC(=O)N1C(C(=O)NCCc1ccc(F)cc1)CS2 (stereo not given) has the entry 2

Continuation.
SMILES	PME-1 inh	pPAFAH FP inh	LYPLA2 counter	LYPLA1 counter	PAD4 FP inh	PAFAH1B3 FP inh	GSTO1 inh	PAFAH1B2 inh	PAFAH2 FP inh
Cc1cc2c(=O)n(C)c(SCC(=O)Nc3ccccc3)nc2s1	2	1	4	-1	-6	16	2	2	-7
CCc1cc(=O)oc2cc(C)cc(OCC(=O)NCc3ccncc3)c12	0	3	0	-7	-1	6	-4	1	-4
CCCCn1c(N)c(N(CC(C)C)C(=O)c2ccc(-c3ccc(Cl)cc3)o2)c(=O)[nH]c1=O	-6	4	3	0	0	1	.	-4	7
CCN(C(=O)CN1C(=O)c2ccc([N+](=O)[O-])cc2C1=O)C1CCS(=O)(=O)C1 (stereo not given)	1	-2	4	1	2	1	9	3	-2
CCN(CC)S(=O)(=O)c1cc([N+](=O)[O-])ccc1NNC(=O)Nc1ccc(Cl)c(Cl)c1	-52	-14	-57	-37	4	-64	-35	-32	-93
C=C(C)CSc1nc2c(cc1C#N)CCC2	5	5	4	1	-2	9	3	3	9
CCCCSc1nc(O)c(C2OC(=O)c3c2ccc(OC)c3OC)c(=O)n1-c1ccccc1 (stereo not given)	-3	7	-1	-2	1	5	7	2	7
Cn1nnnc1SCC(=O)Nc1nc2c(F)c(F)c(F)cc2s1	.	2	.	.	-2	9	.	0	5
CC1CCCN(C(=O)COc2ccc3c(c2)OCO3)C1 (stereo not given)	-2	-2	2	0	-8	-6	2	6	3
Cc1cc(Cl)c(S(=O)(=O)NCCC(=O)O)cc1OCC(N)=O	2	2	-1	2	-4	-2	2	-3	0
O=C(CSc1ccc(-c2ccccn2)nn1)Nc1ccccc1	1	1	3	6	-2	1	1	3	2
CS(=O)(=O)c1ccc(C(=O)Nc2ccccc2N2CCOCC2)c(Cl)c1	-3	3	0	1	0	-2	-6	0	3
CN(C)c1ccc(/C=C(/NC(=O)c2ccccc2)C(=O)NCCCn2ccnc2)cc1	-11	-3	7	-1	-5	5	-3	0	5
COC(=O)C1Cc2ccccc2CN1C(=O)CCl (stereo not given)	7	-4	0	1	-5	6	90*	-2	3
CC(C)(C)NC(=O)CN(Cc1ccc2c(c1)OCO2)C(=O)CNC(=O)c1cccs1	1	-8	-3	-2	-6	.	-6	.	.
COc1cc2c(cc1OC)/C(=C/C(=O)c1ccc(NC(C)=O)cc1)NCC2	-13	4	-9	-3	-14	10	-3	9	8
NS(=O)(=O)c1cccc(NC(=O)CSc2ccccn2)c1	1	-1	2	2	0	3	11	1	1
CCCN1CCN(c2nc3c([nH]2)c(=N)ncn3CC(O)CO)CC1 (stereo not given)	1	3	3	0	2	0	-1	1	-1
O=C(Nc1cccnc1)c1ccc(COc2ccccc2Cl)o1	-1	-2	-6	-9	0	0	3	5	15
Cc1cc(C)nc(NS(=O)(=O)c2ccc(-n3cccc3)cc2)n1	-5	13	-9	1	-1	12	8	9	10
CN(C)CC(=O)c1ccc(-c2ccccc2)cc1	1	9	-1	0	-3	0	-10	0	0
N#Cc1ccc(OCC(=O)OCC(=O)NCCC2=CCCCC2)cc1	0	21	1	4	-7	6	1	23	-4
Brc1ccccc1OCCCN1CCCCCC1	1	3	-3	-3	-1	2	5	3	1
CCOc1ccc(NC(=O)CSc2nnc(C3CC3)n2N)cc1	2	-3	-4	0	-1	2	-3	-2	2
COC(=O)c1cccc(C(=O)N2CCCC(CNC(=O)c3ccccc3Cl)C2)c1 (stereo not given)	1	-2	-1	1	-4	10	0	-1	-3
O=C(NCCc1ccc(Cl)cc1)C1CCCN(S(=O)(=O)N2CCCCCC2)C1 (stereo not given)	-4	4	6	0	0	3	-18	19	3
COc1ccc(N(CC(=O)NC2CC3CCC2C3)S(=O)(=O)c2ccc(C)cc2)cc1 (stereo not given)	1	2	-7	-2	-1	2	-1	7	-1
COc1cccc(NC(=O)CN(C)C(=O)CCNC(=O)c2ccc(Br)cc2)c1	-3	4	2	0	-2	3	9	3	7
COc1ccc(OC)c(/C=N/NC(=O)C(O)c2ccccc2)c1 (stereo not given)	0	0	-1	-1	0	5	-1	5	-7
O=C(CCS(=O)(=O)c1ccccc1Cl)NCc1ccc(F)cc1	0	1	-2	1	-5	7	7	3	9
COc1ccc(N(CC(=O)NCc2ccc3c(c2)OCO3)C(=O)c2csnn2)cc1	-1	5	-7	-2	-8	-1	5	-3	-2
O=C(O)c1cc(Cl)c2ccccc2c1O	5	6	5	5	1	4	-9	9	8
COc1ccc(NS(=O)(=O)c2ccc3c(c2)n(C)c(=O)n3C)cc1	3	12	3	1	0	8	28	-4	-7
CN(C)CCCn1c(N)c(C#N)c2nc(C#N)c(C#N)nc21	-6	-9	-19	-13	-17	-9	2	-5	-13
CN1C2CCC1CC(NC(=O)CSCc1ccc(Cl)cc1Cl)C2 (stereo not given)	9	1	6	-2	1	0	11	6	2
COc1ccccc1NC1=C(N2CCCCC2)C(=O)c2ccccc2C1=O	-7	-7	4	-2	38*	42*	73*	7	13
COC(CNC(=O)CN1CCN(Cc2ccc(F)cc2Cl)C1=O)OC	-7	2	4	5	-1	-4	5	9	-2
CCN(CC)c1ccc(C=C2C(=O)OC3(CCCC3)OC2=O)cc1	-11	-13	-13	-10	-3	-8	18	-6	-5
CCN(c1ccccc1)S(=O)(=O)c1ccc(OC)c(NS(=O)(=O)c2cccs2)c1	3	10	-2	4	-5	0	-1	30*	4
COC(=O)CCCC1=CC2=CC(=O)C(C)(OC(=O)c3cccs3)C(=O)C2=CN1c1ccc(OC)cc1 (stereo not given)	1	13	2	-4	-5	3	33	0	10
CC(C)[C@@H]1NC(=O)N(c2ccc(Oc3ccccc3)cc2)C1=O	1	-19	4	-4	5	7	-2	-1	4
CCOC(=O)c1ccc(S(=O)(=O)NNC(=O)c2ccc3c(c2)nc(C)n3CC)cc1	0	21	-6	-1	-1	8	8	-2	4
COc1ccc(S(=O)(=O)Nc2nc(C(F)(F)F)cs2)cc1	-7	-3	4	-1	2	2	0	3	7
O=C(COc1ccc(-n2cnnn2)cc1)Nc1ccc(F)cc1	.	0	.	.	5	3	.	-3	-2
O=C(O)C1NCCc2ccccc21 (stereo not given)	2	3	2	0	-3	11	-2	1	16
Cc1occc1C(=O)N1CCN(C(c2ccccc2)c2ccccc2)CC1	5	2	2	-1	-6	3	0	7	5
CCCCN1CN(Cc2ccco2)CNC1=S	1	2	6	0	0	4	1	3	4
NC(=S)NCc1cccnc1	3	7	-2	-4	1	-3	-1	10	8
C=CCSc1nc2ccccc2n1S(=O)(=O)c1ccc(Cl)cc1	0	-2	-3	-2	3	0	3	-2	-1
CCOc1ccc(NCCC#N)cc1	1	4	-4	1	1	10	0	0	2
